Vif inh = inhibitors of HIV Vif; hit rate 0.35% among 340,000; HEK293T cells, Vif self-association by quenched fluorescence, imaging, 24 h; inhibition, % at 7.49 µM; AID 602346; in the data active means inhibition above about 50%, passing the limit was not always enough; further: some results filed as inactive read as strong as hits
NR2E3 ag-1 = NR2E3 (human) agonism; Q9Y5X4; GST-NR2E3/biotin-RetCOR TR-FRET, 1536-well; inhibition of corepressor binding, % at 4.78 µM; hit rate 0.12% among 320,000; AID 2300;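 active means percent inhibition above the cutoff of mean plus 3 SD of all tested compounds, set per screening campaign, cut at about 20% in these data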;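 further: 0% = DMSO wells and 100% = biotin wells as full block of FRET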
Target sequence (Q9Y5X4 whole entry, looked up): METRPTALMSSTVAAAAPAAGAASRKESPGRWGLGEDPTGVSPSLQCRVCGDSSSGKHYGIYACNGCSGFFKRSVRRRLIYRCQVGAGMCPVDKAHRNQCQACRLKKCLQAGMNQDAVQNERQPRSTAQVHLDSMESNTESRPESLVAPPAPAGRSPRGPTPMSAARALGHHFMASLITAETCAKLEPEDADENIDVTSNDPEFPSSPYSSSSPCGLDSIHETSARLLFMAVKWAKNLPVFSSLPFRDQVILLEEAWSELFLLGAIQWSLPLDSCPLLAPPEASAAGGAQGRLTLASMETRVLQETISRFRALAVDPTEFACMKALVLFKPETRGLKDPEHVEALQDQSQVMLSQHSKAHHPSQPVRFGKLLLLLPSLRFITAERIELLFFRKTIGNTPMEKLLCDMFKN
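Material: NR2E3–RetCOR corepressor complex / Amount: 1.35 nM GST-NR2E3 / Medium: Tris pH 7.5 / Compound: single nominal compound dose of 4.8 µM / Incubation: 5 h at 4 °C / Technique: TR-FRET, Eu(K)-anti-GST donor, streptavidin-D2 acceptor, ex 340, em 617/671 nm / Read-out basis: percent loss of FRET ratio relative to control wells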
HIF-2a block = blocks HIF-2a reporter activity | 786-0 RCC cells HIF-2a reporter, luciferase luminescence, overnight | inhibition, % at 18.8 µM | hit rate 0.72% among 360,000 | AID 624352;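 active means inhibition of the luminescence signal of 40% or more relative to plate controls, in a single-dose primary screen at 18.75 µM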
iPSC survival up = increases survival of single human iPS cells. AID 602274. survival enhancement, % at 20 µM. hiPSC single-cell survival, ATPlite luminescence; 100% = ROCK inhibitor wells, 0% = DMSO. hit rate 0.044% among 360,000; in the data active means survival enhancement above about 18%;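 further: cells exposed to compounds for 16 hours before the ATP read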
aDG glyco act = increases alpha dystroglycan glycosylation. Pro5-aDG cells, alpha-DG glycosylation AlphaScreen (IIH6); 0% Pro5, 100% B10-LARGE cell signal. activation, % at 10 µM. hit rate 0.22% among 360,000. AID 624168;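 active means activation of at least 8% versus controls, or a plate z-score of at least 8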;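 further: Pro5 are CHO cells carrying HIG-tagged alpha-DG that lacks glycosylation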
CaV13 FRET inh = Primary screen for inhibitors of IQ motif and Ca2+-dependent inactivation inhibitor domain binding in CACNA1D, Förster resonance energy transfer in living cells, …. HEK cells, CFP/YFP FRET ICDI-IQ, plate reader, 10 min; percent FRET-ratio fall versus neutral wells. inhibition, % at 12.3 µM. hit rate 0.098% among 340,000;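 active means mean replicate inhibition of at least 30% and at least 1% of replicates passing that level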;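 further: 0% = median of the neutral control wells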
Exocytosis inh = blocks lytic granule exocytosis. TALL-104 LAMP-1 surface exposure, flow cytometry; cells stimulated with thapsigargin and PMA. inhibition, % at 10 µM. hit rate 0.66% among 360,000. AID 651702;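 active means inhibition above about 55%, limit read from the data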
Peg3 promoter = reduces Peg3 promoter-driven luciferase expression in HeLa | hit rate 1.7% among 360,000 | HeLa PEG-Prom luciferase reporter, luminescence, overnight | inhibition, % at 20 µM;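 active means inhibition of at least 50% at 20 µM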
NR2E3 ag-2 = human photoreceptor-specific nuclear receptor agonism | Q9Y5X4 | CHO-S Gal4-NCOR/VP16-NR2E3 two-hybrid, luciferase | inhibition of corepressor binding, % at 3.98 µM | hit rate 0.35% among 360,000 | AID 602229;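 active means inhibition above the mean of all tested compounds plus 3 SD, cut at about 70% in these data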;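 further: 0% = DMSO with NR2E3 transfected cells and 100% = cells lacking NR2E3 construct; higher means lower luciferase signal from less NR2E3 corepressor binding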
MITF TRPM1 inh = reduces MITF-dependent TRPM1 promoter luciferase signal; SK-MEL-5 TRPM1 promoter luciferase, 24 h; inhibition, % at 12.5 µM; hit rate 0.83% among 330,000; AID 488899;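 active means mean inhibition across replicates of 60% or more, whatever share of single replicates reaches that level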; further: values of inactives mirror those of a sister screen read the other way
PDI inh = inhibitors of human protein disulfide isomerase. P07237. PDI insulin aggregation turbidity, A650, 90 min. inhibition, % at 10 µM. hit rate 0.052% among 350,000;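 active means mean inhibition across replicates of 30% or more, whatever share of single replicates reach that level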;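 further: absorbance from insulin aggregation driven by PDI reduction with DTT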
Target sequence (P07237 whole entry, looked up): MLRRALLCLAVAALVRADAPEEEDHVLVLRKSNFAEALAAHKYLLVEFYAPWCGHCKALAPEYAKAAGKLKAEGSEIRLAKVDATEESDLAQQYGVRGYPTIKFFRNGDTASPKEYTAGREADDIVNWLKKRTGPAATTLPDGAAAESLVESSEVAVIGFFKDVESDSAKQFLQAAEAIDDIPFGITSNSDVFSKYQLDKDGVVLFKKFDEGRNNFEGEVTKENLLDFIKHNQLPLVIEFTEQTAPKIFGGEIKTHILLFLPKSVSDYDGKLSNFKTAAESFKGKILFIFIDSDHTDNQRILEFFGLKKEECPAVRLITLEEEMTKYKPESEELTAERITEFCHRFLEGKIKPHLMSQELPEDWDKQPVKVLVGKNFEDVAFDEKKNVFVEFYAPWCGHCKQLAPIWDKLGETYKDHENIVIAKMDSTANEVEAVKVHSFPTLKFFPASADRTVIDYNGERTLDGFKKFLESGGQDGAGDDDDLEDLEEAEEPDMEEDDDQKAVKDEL
Starred values were filed as active, the others as inactive; . = not tested or not shown. The order is random (roughly 3.5% active in at least one column).

SMILES | Vif inh | NR2E3 ag-1 | HIF-2a block | iPSC survival up | aDG glyco act | CaV13 FRET inh | Exocytosis inh | Peg3 promoter | NR2E3 ag-2 | MITF TRPM1 inh | PDI inh
Cc1ccc(OCc2cc(C(=O)NCc3cc(F)ccc3C)no2)cn1 | 0 | . | -109 | -0.4 | 0.9 | -3 | -3 | -60 | 2 | -30 | -5
O=c1[nH]cccc1-c1nc2cc(Cl)ccc2n1Cc1ccccc1 | 23 | -1 | 8 | -0.1 | 0.1 | -4 | -3 | 18 | -26 | 11 | 8
Cc1ccc(-c2cn3c(=S)[nH]nc3s2)cc1 | -2 | 2 | 17 | -0.3 | 0.2 | -3 | 1 | -15 | 8 | 3 | 10
COc1cc(C(=O)OC2CCOC2=O)cc(Cl)c1OC (stereo unspecified) | 21 | 2 | -2 | -0.4 | -0.2 | -4 | -23 | 1 | -6 | -22 | 1
CCc1ccc([C@@H]2CC=C(C(=O)O)[C@H](c3cccc(Cl)c3)N2S(=O)(=O)c2ccc(C)cc2)cc1 | . | 4 | 9 | -0.2 | 2.0 | -5 | -4 | 20 | 14 | 8 | 6
Cc1c(N(C)S(=O)(=O)c2ccc(Cl)c(C(=O)NCC3CCCO3)c2)c(=O)n(-c2ccccc2)n1C (stereo unspecified) | 26 | . | -3 | 0.6 | 0.5 | -1 | -2 | 14 | 3 | 7 | 0
O=C(CSc1nnnn1-c1ccccc1F)Nc1nc2ccccc2s1 | -6 | 2 | -27 | -0.4 | 0.1 | -9 | -3 | 3 | -11 | -4 | -3
c1ccc(OCc2nnc3sc(C4COc5ccccc5O4)nn23)cc1 (stereo unspecified) | -3 | 4 | -68 | -2.9 | 0.0 | 0 | 0 | -36 | -20 | 6 | .
CCOc1ccc(C(C(=O)NC2CCCC2)N(C(=O)CNC(=O)c2ccco2)c2cccnc2)cc1 (stereo unspecified) | -5 | 6 | 8 | 0.3 | -0.1 | -3 | 3 | 6 | 22 | -2 | 2
CN(C)n1cccc1/C=C(\C#N)S(=O)(=O)c1cccc(Cl)c1 | 0 | -1 | 6 | 0.3 | 0.2 | -21 | 27 | 7 | -22 | -14 | 0
COC(=O)c1ccc(/C=C/c2c(-c3ccc(OC)cc3)oc3ccc(N4CCOCC4)cc23)cc1 | -3 | 2 | -31 | -1.3 | 1.4 | -8 | 13 | -11 | -7 | -12 | 0
CCCC[C@@H]1Cc2[nH][nH]c(=O)c2[C@H](c2ccc(C(C)C)cc2)O1 | . | . | 2 | -0.7 | 0.1 | -5 | 3 | . | 7 | . | .
COc1ccccc1C(=O)NCC(=O)NCCc1ccc(Cl)cc1 | 8 | 2 | -14 | -0.4 | 0.1 | -4 | 3 | -16 | -5 | -7 | 6
CCNC(=O)C1(C)CCN(C(=O)c2ccc3c(c2)OCO3)C1 (stereo unspecified) | -2 | . | 11 | 3.2 | -0.5 | -8 | 2 | 6 | -39 | . | 1
Cc1cc(C)c2oc(C(=O)N3CCN(Cc4ccccc4)CC3)cc(=O)c2c1 | 1 | 1 | 13 | -0.7 | -0.1 | -13 | -10 | 20 | 3 | -7 | -2
CCc1cc(Cn2nc(-c3ccccc3)cc2C(=O)NCCOC)on1 | . | 2 | 4 | -3.1 | -0.3 | -12 | 1 | 7 | -3 | 4 | -3
C/C(N)=C(/C#N)C(=O)CSc1nncn1-c1ccccc1 | -3 | 0 | 13 | 1.0 | -0.1 | -5 | -4 | -9 | -16 | -2 | -2
O=C(NNc1nc2c(F)cc(F)cc2s1)c1ccccc1 | 5 | -1 | -33 | -0.4 | 0.2 | -6 | -3 | -30 | -24 | -11 | 9
Cc1cc(S(=O)(=O)c2cc3ccc(O)c(C)c3oc2=O)ccc1F | -7 | 0 | 15 | -0.2 | 0.0 | 5 | 5 | 15 | 18 | -10 | 7
CCN(C(=O)CN1C(=O)/C(=C/c2ccccc2)SC1=S)C1CCS(=O)(=O)C1 (stereo unspecified) | 5 | 1 | 12 | -0.5 | 0.0 | -12 | 0 | -7 | -27 | 2 | -1
COCCN(C(=O)COC(=O)CNC(=O)c1cccs1)c1c(N)n(Cc2ccccc2)c(=O)[nH]c1=O | 11 | 1 | 11 | 0.6 | 0.0 | -4 | -5 | 2 | -3 | -2 | -14
CC1(C)C(=O)Nc2ccccc2N1C(=O)COc1ccc(C#N)cc1 | -1 | . | -10 | 0.2 | -0.1 | -6 | 1 | 7 | -8 | 11 | 4
O=C(CSc1oc(-c2ccco2)nc1S(=O)(=O)c1ccc(F)cc1)NCC1CCCO1 (stereo unspecified) | . | 2 | -25 | 0.9 | -0.1 | -18 | 0 | 3 | -34 | -1 | 1
O=C(CCN1CCN(c2ccccc2F)CC1)Nc1ccc2c(c1)OCO2 | -4 | 0 | 3 | -0.7 | 0.0 | -2 | 3 | 20 | -6 | 5 | 1
COc1cccc(-c2nc(CS(=O)(=O)CC(=O)Nc3ccc(C(C)=O)cc3)c(C)o2)c1 | -1 | 0 | 7 | 1.0 | 0.0 | -2 | 12 | 5 | -16 | 3 | -6

Profiles, looked up by structure. Order of values: Vif inh	NR2E3 ag-1	HIF-2a block	iPSC survival up	aDG glyco act	CaV13 FRET inh	Exocytosis inh	Peg3 promoter	NR2E3 ag-2	MITF TRPM1 inh	PDI inh
Shown for C/C(N)=C(/C#N)C(=O)CSc1nncn1-c1ccccc1 → -3	0	13	1.0	-0.1	-5	-4	-9	-16	-2	-2
Shown for Cc1ccc(-c2cn3c(=S)[nH]nc3s2)cc1 → -2	2	17	-0.3	0.2	-3	1	-15	8	3	10
Shown for c1ccc(OCc2nnc3sc(C4COc5ccccc5O4)nn23)cc1 (stereo unspecified) → -3	4	-68	-2.9	0.0	0	0	-36	-20	6	.
Shown for CCNC(=O)C1(C)CCN(C(=O)c2ccc3c(c2)OCO3)C1 (stereo unspecified) → -2	.	11	3.2	-0.5	-8	2	6	-39	.	1

The list continues.
SMILES | Vif inh | NR2E3 ag-1 | HIF-2a block | iPSC survival up | aDG glyco act | CaV13 FRET inh | Exocytosis inh | Peg3 promoter | NR2E3 ag-2 | MITF TRPM1 inh | PDI inh
CCCCNC(=O)c1cc2ccccc2s1 | -1 | 3 | -207 | -0.7 | -0.2 | -6 | 1 | -212 | -77 | -89 | 2
CCOc1ccc(NC(=O)c2cc3c(=O)n(C)c4ccccc4c3n2C)cc1 | -1 | 1 | -23 | 2.7 | -0.2 | -1 | 3 | -5 | -14 | -9 | .
O=C1NC[C@H](Cc2ccc(O)cc2)N(C[C@@H]2CCCN2C[C@H](Cc2ccccc2)N2C[C@H](Cc3ccccc3)N(CCc3ccccc3)C(=O)C2=O)C1=O | . | . | 7 | -0.2 | -0.2 | -3 | 11 | . | 13 | . | .
O=C1C(=O)N(CCCn2ccnc2)C(c2cccc(Br)c2)/C1=C(\O)c1ccc2c(c1)OCCO2 (stereo unspecified) | 12 | 17 | -14 | 0.4 | -0.4 | -4 | -1 | -13 | -9 | 0 | 8
CCCC[C@@H]1CCCO[C@@](C(=O)NCc2ccccn2)(C(F)(F)F)C1 | -2 | 1 | 9 | -0.9 | 0.4 | -9 | -2 | 0 | 14 | 1 | 1
COc1ccc(-c2cnc(SCC(=O)Nc3ccc4c(c3)OCO4)n2Cc2ccco2)cc1 | -35 | . | 12 | 3.5 | 4.2 | -4 | 7 | 15 | -36 | 2 | -3
COc1ccc(N=c2cc(-c3ccc(O)cc3)oc3ccccc23)cc1 | 11 | 2 | 0 | 1.5 | 0.1 | 11 | 2 | 24 | -23 | 2 | -13
CCC(C)c1ccccc1N1CC(C(=O)NCCCn2nc(C)cc2C)CC1=O (stereo unspecified) | 3 | 2 | 10 | 0.2 | -0.2 | -2 | 1 | 7 | 1 | 5 | -10
CC(c1ccccc1)N1C(=O)CC(Sc2ncccc2C(=O)O)C1=O (stereo unspecified) | 7 | 3 | 6 | -1.2 | -0.2 | -9 | 7 | 14 | 15 | -3 | -3
O=C(NC1CCN(C(=O)Nc2ccccc2Cl)CC1)c1ccco1 | 0 | 4 | 8 | -0.2 | 0.0 | -3 | -7 | -11 | 10 | -16 | 1
O=C(Cc1ccc(-n2cccc2)cc1)NC1CCCCCC1 | -12 | 4 | -7 | -0.5 | 0.0 | -9 | 5 | 8 | 13 | 1 | 5
Cn1c(=O)oc2cc(S(=O)(=O)N3CCCC(C(=O)NCCN4CCOCC4)C3)ccc21 (stereo unspecified) | 13 | 1 | 19 | 1.8 | -0.3 | -5 | 0 | 22 | 14 | -1 | 3
CC(=O)c1ccc(COC(=O)Cc2ccc([N+](=O)[O-])cc2)cc1 | 3 | 1 | 4 | 1.2 | 0.0 | 0 | -2 | 6 | -6 | 7 | 5
O=C(CSCc1ccccc1)Nc1ccccc1 | -8 | 7 | -252 | -0.5 | 0.0 | -4 | -4 | -216 | -4 | -62 | -2
O=C(O)/C(CC(=O)c1ccc(Cl)cc1)=N/Nc1ccc([N+](=O)[O-])cc1[N+](=O)[O-] | 5 | -1 | -7 | 0.2 | 0.0 | -2 | -14 | -18 | -10 | 1 | -7
c1cncc(-c2nc(NCc3cccs3)c3ccccc3n2)c1 | -2 | 4 | 0 | -0.7 | 0.2 | 8 | 8 | 5 | -17 | -1 | 13
Cc1ccc2nc(C)cc(Nc3ccc([N+](=O)[O-])cc3)c2c1 | 1 | 2 | 53* | -1.5 | -0.5 | -5 | 83* | 104* | -13 | 84* | 8
COc1ccccc1NC(=O)Nc1cc(F)ccc1F | -4 | 3 | -152 | -0.3 | -0.1 | -3 | -6 | -112 | -38 | -18 | -6
O=C(COC(=O)c1ccc(NS(=O)(=O)c2cccs2)cc1)NCC1CCCO1 (stereo unspecified) | 4 | -1 | 17 | 0.3 | -0.1 | -3 | 0 | 9 | 17 | 2 | -4
CC(=O)COc1ncnc2c(Cl)cc(Cl)cc12 | 2 | -1 | 6 | 0.2 | 0.5 | -4 | 0 | -34 | -30 | -11 | -1
O/N=C1/CCSc2ccccc21 | -7 | -1 | 12 | -2.6 | 0.0 | -6 | -2 | -5 | 0 | 13 | 5
CC(=O)N1CCN=C1SCc1cccc(C(F)(F)F)c1 | -7 | -2 | 3 | -2.1 | -0.1 | -3 | 6 | -3 | 2 | -8 | 4
CC(=O)Nc1ccc(NC(=O)CSc2ccc3nnc(-c4cccnc4)n3n2)cc1 | -1 | 1 | 12 | 0.3 | 0.1 | -9 | 6 | 1 | -21 | -10 | -7
CCc1nc(C)cc2c1sc1ccccc12 | 15 | -1 | 1 | 0.5 | 0.1 | -6 | -5 | 9 | -31 | . | -1
O=C(c1c(F)cccc1F)N1CCN=C1SCc1ccccc1 | -10 | -4 | -9 | -0.9 | 0.3 | 4 | 9 | -2 | -8 | -9 | -1
CCC1CCCCN1C(=O)c1c[nH]c2ccc(S(=O)(=O)N(C)c3ccc(Cl)cc3)cc2c1=O (stereo unspecified) | 1 | 2 | 7 | 9.0 | 0.0 | -9 | 2 | 12 | -5 | 3 | -10
CCOc1ccccc1NC(=O)C(OC(=O)c1ccc(N(C)C)cc1)c1ccccc1 (stereo unspecified) | -4 | 0 | 12 | -0.9 | 0.3 | -18 | 3 | 35 | -5 | 12 | -3

Compound activity: PubChem BioAssay, several laboratories
